High-throughput results (PubChem BioAssay)
C2C12 statin – suppressors of statin myotoxicity in C2C12 myotubes, primary screen, cell-based, single point, plate reader; 330,000 compounds, 0.78% hits; rescue of ATP level, % at 7.49 µM; AID 602340, 2012; C2C12 myotubes + simvastatin, ATP luminescence, 48 h; scaled: DMSO 0, geranylgeraniol control 100;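 active = mean ATP rescue above about 67%, or every replicate alone reaching that limit, limit read from the data, passing the limit was not always enough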;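 also: myotubes were challenged with 10 µM simvastatin during compound exposure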
PglD inh – C. jejuni PglD acetyltransferase inhibitors, primary screen, biochemical, DTNB colorimetric, single point. AID 602405, 2012. purified PglD enzyme, DTNB colorimetric CoA detection. inhibition, % at 12.5 µM. UDP-N-acetylbacillosamine N-acetyltransferase PglD (Campylobacter jejuni). 360,000 compounds, 0.098% hits; in the data active = inhibition above about 16%, passing the limit was not always enough; also: strong numbers were not always called active
F508del corr – F508del CFTR correction, initial screen, CFBE line, single point; CFBE cells, YFP halide quenching; stimulated with forskolin plus potentiator P3; % fluorescence drop versus neutral controls; activity (quench increase), % at 7.58 µM; 350,000 compounds, 0.36% hits; AID 720511, 2013;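 active = mean added fluorescence quench of at least 8% versus neutral control, with both replicates also reaching 8%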;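 also: cells transiently co-express mutant CFTR-F508del with the halide-sensitive YFP; corrector assay measuring rescue of mutant channel to the surface after 24 h compound exposure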
INS-1E GSIS act – GLuc luminescence reporter in INS-1E cells, primary screen for activators of glucose-dependent secretion of insulin. INS-1E GLuc reporter insulin secretion, 2-3 h. AID 743287, 2014. 370,000 compounds, 0.61% hits. activation, % at 16.6 µM;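 active = lowest replicate activation of at least 40%, so every replicate reaches that level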;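 also: 0% = median of neutral control wells and 100% = median of IBMX positive control wells; some compounds called inactive have numbers as strong as hits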
miR122 inh – miR-122 Renilla sensor signal increase in Huh7, primary screen, miR-122 inhibitor project, cell-based, single point, plate reader; 340,000 compounds, 0.3% hits; activation (reporter increase), % at 12.5 µM; Huh7 miR-122 Renilla luciferase sensor, 48 h; neutral wells = 0, positive control = 100;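 active = mean replicate activation score at least 90 and every replicate individually at or above 90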;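 also: higher luciferase means less miR-122 activity so hits act as miR-122 inhibitors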
Cneo AK release – Cryptococcus neoformans cell lysis inducers, primary screen, AK release luminescence, single concentration; C. neoformans lysis, adenylate kinase release luminescence, 4 h; normalised: neutral wells 0, clomiphene wells 100; lysis activity, % at 15 µM; 360,000 compounds, 0.2% hits; AID 651654, 2012;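 active = mean lysis activity across replicates of at least 80%, whatever share of replicates individually reach that level; inactive = mean lysis activity below 80%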
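Assay system: C. neoformans cells. Amount: yeast cell density of 5 × 10^6 cells/mL. Technique: AK luminescence. Buffer or medium: YPD. Times: static 4 h at 37 °C with compound, 1 h detection. Dosing: single-point compound dose. Read-out: lysis from increased AK signal.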
FN deposit inh – inhibitors of fibronectin matrix deposition, primary screen, AH1F cells, Alexa488-fibronectin fluorescence, plate reader | AH1F fibroblasts, overnight | inhibition, % at 12.6 µM | 350,000 compounds, 0.086% hits | AID 743247, 2014;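 active = mean inhibition across replicates of 30% or more, regardless of how many single replicates reach that level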;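 also: positive control wells lacked labelled fibronectin entirely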
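Material – AH1F fibroblast monolayer, labelled fibronectin deposition · Reagent – labelled fibronectin 24 nM · Timing – 1 h adhesion, overnight exposure · Measured by – fluorescence at 485 nm excitation, 525 nm emission · Read-out – inhibition of fibronectin deposition signal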
PGC1a acetyl inh – inhibitors of PGC1a acetylation signal, primary screen, cell-based, U2OS, AlphaScreen, inhibitor mode; AlphaScreen anti-acetyl-lysine; with virally co-expressed GCN5 acetyltransferase; inhibition, % at 15.6 µM; 350,000 compounds, 0.17% hits;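 active = every replicate shows inhibition of at least 40%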;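 also: 0% = neutral control wells and 100% = positive control wells; some results beyond the cut were filed as inactive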
* = called active by the depositor; · = no result given; & = joins results of further samples; [ ] = remark or other dose. Compounds as they come. Share with any hit: about 2.1%.

SMILES,C2C12 statin,PglD inh,F508del corr,INS-1E GSIS act,miR122 inh,Cneo AK release,FN deposit inh,PGC1a acetyl inh
CCOc1ccc(N2C(=O)CC(NCC3CCCO3)C2=O)cc1 (stereo not given),8,2,0.5,-11,-3,0,6,·
COc1ccc(S(=O)(=O)Nc2ccc3c(c2)CC(=O)N([C@H](C)CO)C[C@@H](C)[C@H](CN(C)Cc2ccc(Oc4ccccc4)cc2)O3)cc1,47,5,6.4,-7,-12[16.7 µM],-2,·,-2
O=C(c1cccc(F)c1)N1CCCc2ccccc21,0,-3,-1.3,84*,-1,-2,2,0
COc1ccc(C(=O)c2ccc(N(C)C)cc2)c(OC)c1,·,-2,11*,4,51,2,·,-48
C[C@H]1CN([C@@H](C)CO)C(=O)Cc2cc(NS(=O)(=O)c3ccccc3)ccc2O[C@@H]1CN(C)Cc1ccc2c(c1)OCO2,41,-11,6.0,-7,-3[16.7 µM],-2,3,-2
C[C@H](CO)N1C[C@H](C)[C@@H](CN(C)S(C)(=O)=O)OCCCC[C@H](C)Oc2ccc(NS(=O)(=O)c3ccccc3)cc2C1=O,-22,-2,-0.7,4,4[16.7 µM],7,·,-8
Cc1c(-c2ccccc2)c(P(=O)(N2CCOCC2)N2CCOCC2)c2ccccn12,-2,·,-2.2,8,-7,·,·,·
COc1ccc(-c2nc(-n3c(C)c(C(C)=O)c(C(C)=O)c3C)sc2C)cc1,·,2,·,·,-8,0,-6,·
Cc1ccc(S(=O)(=O)N2CCN(C(=O)CCn3cncn3)CC2)cc1C,3,4,3.1,7,·,3,-13,·
CC1(C(=O)NS(=O)(=O)c2ccc(Cl)cc2)CCN1C(=O)Cc1cccc2ccccc12 (stereo not given),7,3,-3.3,·,0,1,·,0
O=C(CCCn1nnc2ccccc2c1=O)N[C@H](C(=O)O)c1ccccc1,0,·,-1.4,7,-7,·,1,0
COc1ccccc1CN(Cc1cc2cc(C)ccc2[nH]c1=O)Cc1nnnn1CC1CCCO1 (stereo not given),1,1,·,·,1,0,-5,-4
COCC(=O)Nc1ccc2c(c1)C(=O)N(C)C[C@@H](OC)[C@H](C)CN(Cc1ccccc1)[C@H](C)CO2,25,-1,0.7,-8,-12[16.7 µM],0,-14,2
CCOC(=O)C1=NN(N=O)C2(CC(=O)N(c3cc(C)cc(C)c3)C2=O)C1 (stereo not given),4,-2,·,·,-5,3,-3,-27
COc1ccc(OC(=O)c2ccc(OC)c(S(=O)(=O)N3CCOCC3)c2)cc1,6,-4,1.6,-4,·,-4,·,·
O=C(CCN1CCOCC1)N/N=C/c1cc([N+](=O)[O-])ccc1OC(F)F,-7,4,1.0,13,-1,2,·,9
O=C(CN1CCOCC1)NCC[C@H]1CC[C@H](NC(=O)c2ccccc2F)[C@H](CO)O1,-3,3,-0.1,-5,·,16,-3,3
CCCN(C)C[C@H]1Oc2cc(C#CC3CCCCC3)ccc2S(=O)(=O)N([C@H](C)CO)C[C@H]1C,-8,·,-2.5,6,17[16.7 µM],·,·,-13
CCCc1cc(C(=O)N2CCCC(C(=O)c3cc(C)c(OC)c(C)c3)C2)n(C)n1 (stereo not given),-1,5,0.1,-27,-10,6,8,8
NC(=O)c1nn(-c2ccccc2)nc1NC(=O)CN1CCCC1,·,5,0.4,12,-1,-2,1,-7
COC(=O)C1=C(NC(=O)c2ccccc2[N+](=O)[O-])CCS1,·,·,-2.0,-3,·,·,-14,9
COCC(=O)N(C[C@@H]1[C@@H](c2ccccc2)[C@@H](CO)N1C(=O)NC(C)C)C(C)C,4,3,1.7,6,17[16.7 µM],4,-13,1
CC(C)(C)[S@](=O)N1Cc2cc(C(=O)NCCc3ccncc3)nc(-c3cccc(-c4ccc(C#N)cc4)c3)c2[C@@H]1CCO,-7,0,-4.7,-12,·,9,4,-15
C[C@H](CO)N1C[C@H](C)[C@H](CN(C)C(=O)c2ccccc2F)Oc2ncc(Br)cc2C1=O,5&-3&1,6&2&2,-5.1&0.9&1.7,12&15,-2,5&0&-2,-3&11,5&8&13
COc1cccc(S(=O)(=O)Nc2ccc3c(c2)C(=O)N(C)[C@H]2CC[C@@H](CC(=O)NCC4CCCCC4)O[C@@H]2CO3)c1,9,0,-1.9,-4,7[16.7 µM],-1,-21,2
Cc1ccc(C)c(NC(=O)c2cc(S(=O)(=O)N3CCCCC3)ccc2N2CCOCC2)c1,16,-5,5.4,-9,3,-2,0,-4
COC(=O)c1ccc(NC(=O)c2cccc(N3C(=O)CCC3=O)c2)cc1,-3,-2,-1.3,-6,0,2,-5,2
Cc1ccccc1-c1ccc2c(c1)O[C@H](CN(C)C(=O)c1ccccn1)[C@H](C)CN([C@@H](C)CO)S2(=O)=O,-3,0,-0.8,-9,12[16.7 µM],0,-5,0
Cc1ccc(-n2nnnc2SCC(=O)Nc2ccc3c(c2)COC3=O)cc1C,-17,4,·,48,-1,0,·,2
COc1ccc2[nH]c3c(c2c1)CCN1C(=O)C(CC(=O)NC/C=C(\C)CCC=C(C)C)C[C@H](C(=O)N(C(C)C)C(C)C)[C@@]31C (stereo not given in full),-12,3,-0.7,-9,-12,3,-6,-2
C[C@H](CO)N1C[C@H](C)[C@H](CN(C)C(=O)CC2CC2)Oc2ncc(C#CC3CC3)cc2C1=O,14,-3,4.5,17,13[16.7 µM],-2,-19,-15
COC(=O)C1CCN(C(=O)COC(=O)/C=C/c2ccc(O)c(OC)c2)CC1,2,-2,1.2,16,-3,0,17,1
O=C(C[C@@H]1C=C[C@H](NC(=O)CN2CCOCC2)[C@@H](CO)O1)NCCc1ccncc1,·,·,0.3,-7,·,·,3,4
C[C@@H]1CN([C@H](C)CO)S(=O)(=O)c2ccc(-c3cccc(C(=O)N(C)C)c3)cc2O[C@H]1CN(C)C(=O)Cc1ccccn1,-3,-2,-1.2,0,·,-12,-17,5
Cc1cc(C(=O)Nc2ccc3c(c2)C(=O)N(C)[C@@H]2CC[C@H](CC(=O)N[C@@H](C)c4ccccc4)O[C@@H]2CO3)no1,29,-3,5.6,10,0[16.7 µM],-15,-6,1
COCCNC(=O)NC1(C(F)(F)F)Oc2ccc(Cl)cc2O1 (stereo not given),6,6,·,-7,0,3,·,-9
CCOc1cccc(CN2CCCC(N3CCN(c4cccc(Cl)c4)CC3)C2)c1O (stereo not given),8,1,-0.8,-9,10,1,-1,26
O=C(O)c1ccc(NC(=S)NCc2ccccc2)cc1,-8,7,3.9,6,0,0,8,-19
C[C@@H]1CCCCO[C@H](CN(C)C(=O)C2CCCCC2)[C@@H](C)CN([C@@H](C)CO)C(=O)c2cc(NC(=O)c3ccccc3)ccc2O1,·,-1,0.8,-24,-1[16.7 µM],0,·,11
COCc1c(C(=O)OC)nnn1-c1ccccc1,130*,-6,·,·,-12,-3,8,-3
COc1ccc2c(c1)c(-c1csc(N)n1)c(C)n2C,-9,-6,-2.2,-8,6,2,-6,6
Cc1ccc(SCc2c(C(=O)N/N=C/c3ccc4c(c3)OCO4)nnn2-c2nonc2N)cc1,-26,-3,0.6,6,-4,0,12,6
CCC(=O)Nc1ccc2c(c1)C(=O)N(C)[C@H]1CC[C@@H](CC(=O)Nc3cccc(OC)c3)O[C@H]1CO2,2,·,-1.0,5,17[16.7 µM],·,-7,1
Cc1cccc(-n2c(SCC(=O)N3CCN(c4ccccn4)CC3)nnc2N2CCOCC2)c1,1,0,0.9,21,-1,1,-7,-5
CCC(=O)Nc1ccc(NC(=O)c2cccc3ccccc23)cc1,0,7,-0.8,8,7,-1,5,10

Copied from the listing for reference:
SMILES,C2C12 statin,PglD inh,F508del corr,INS-1E GSIS act,miR122 inh,Cneo AK release,FN deposit inh,PGC1a acetyl inh
O=C(C[C@@H]1C=C[C@H](NC(=O)CN2CCOCC2)[C@@H](CO)O1)NCCc1ccncc1,·,·,0.3,-7,·,·,3,4
C[C@@H]1CN([C@H](C)CO)S(=O)(=O)c2ccc(-c3cccc(C(=O)N(C)C)c3)cc2O[C@H]1CN(C)C(=O)Cc1ccccn1,-3,-2,-1.2,0,·,-12,-17,5
Cc1cc(C(=O)Nc2ccc3c(c2)C(=O)N(C)[C@@H]2CC[C@H](CC(=O)N[C@@H](C)c4ccccc4)O[C@@H]2CO3)no1,29,-3,5.6,10,0[16.7 µM],-15,-6,1
COCCNC(=O)NC1(C(F)(F)F)Oc2ccc(Cl)cc2O1 (stereo not given),6,6,·,-7,0,3,·,-9
CCOc1cccc(CN2CCCC(N3CCN(c4cccc(Cl)c4)CC3)C2)c1O (stereo not given),8,1,-0.8,-9,10,1,-1,26
O=C(O)c1ccc(NC(=S)NCc2ccccc2)cc1,-8,7,3.9,6,0,0,8,-19
C[C@@H]1CCCCO[C@H](CN(C)C(=O)C2CCCCC2)[C@@H](C)CN([C@@H](C)CO)C(=O)c2cc(NC(=O)c3ccccc3)ccc2O1,·,-1,0.8,-24,-1[16.7 µM],0,·,11
COCc1c(C(=O)OC)nnn1-c1ccccc1,130*,-6,·,·,-12,-3,8,-3
COc1ccc2c(c1)c(-c1csc(N)n1)c(C)n2C,-9,-6,-2.2,-8,6,2,-6,6
Cc1ccc(SCc2c(C(=O)N/N=C/c3ccc4c(c3)OCO4)nnn2-c2nonc2N)cc1,-26,-3,0.6,6,-4,0,12,6

Individual results from the list:
`COc1ccccc1CN(Cc1cc2cc(C)ccc2[nH]c1=O)Cc1nnnn1CC1CCCO1` (stereo not given) – FN deposit inh = -5
`C[C@@H]1CCCCO[C@H](CN(C)C(=O)C2CCCCC2)[C@@H](C)CN([C@@H](C)CO)C(=O)c2cc(NC(=O)c3ccccc3)ccc2O1` – F508del corr = 0.8
